TDP-43 yeast inh: inhibitors of TDP-43 toxicity in yeast; Potency, µM (doses to about 46.1 µM), for inactives: at the top dose growth rescue (activation), actives largely listed as activators; actives 1.8% (n = 410,000); TDP-43 expressing yeast growth rescue, BacTiter-Glo, 24 h; note: % of control where 0% means no effect; nearly all actives have a fitted effect of over 50% in size
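Yeast expressing TDP-43 (pregrown in raffinose, seeded at OD600=0.02 in galactose medium) exposed to compounds 24 hr at 30 deg C. Growth read by BacTiter-Glo luminescence; rescue of toxicity appears as increased signal.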
aSyn yeast inh: rescues yeast growth from alpha-synuclein toxicity; Yeast expressing alpha-synuclein, growth rescue, BacTiter-Glo, 24 h; Potency, µM (highest dose often 46.1 µM), for the others: at the highest dose growth rescue (activation), actives largely listed as activators; actives 0.14% (n = 370,000); AID 652106; note: % of control where 0% means no effect; nearly all actives have a fitted effect of over 65% in size
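Rescue of yeast growth: cells expressing toxic alpha-synuclein, induced in galactose at OD600 0.02, incubated with compound 24 h at 30 C. ATP luminescence quantified growth; inhibitors of toxicity appear as activators.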
EPAC1 antag: antagonists of human EPAC1; O95398; Potency, µM (highest dose often 115 µM), for inactives: at the highest dose activity change, negative = inhibition, hits mostly inhibitors; EPAC1 GEF assay, Rap1b-BODIPY-GDP exchange fluorescence; actives 0.14% (n = 360,000); AID 720709;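 note: plate controls were vehicle for no effect and positive control for full effect; nearly all actives have a fitted effect of over 50% in size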
Target sequence (O95398 whole entry, looked up): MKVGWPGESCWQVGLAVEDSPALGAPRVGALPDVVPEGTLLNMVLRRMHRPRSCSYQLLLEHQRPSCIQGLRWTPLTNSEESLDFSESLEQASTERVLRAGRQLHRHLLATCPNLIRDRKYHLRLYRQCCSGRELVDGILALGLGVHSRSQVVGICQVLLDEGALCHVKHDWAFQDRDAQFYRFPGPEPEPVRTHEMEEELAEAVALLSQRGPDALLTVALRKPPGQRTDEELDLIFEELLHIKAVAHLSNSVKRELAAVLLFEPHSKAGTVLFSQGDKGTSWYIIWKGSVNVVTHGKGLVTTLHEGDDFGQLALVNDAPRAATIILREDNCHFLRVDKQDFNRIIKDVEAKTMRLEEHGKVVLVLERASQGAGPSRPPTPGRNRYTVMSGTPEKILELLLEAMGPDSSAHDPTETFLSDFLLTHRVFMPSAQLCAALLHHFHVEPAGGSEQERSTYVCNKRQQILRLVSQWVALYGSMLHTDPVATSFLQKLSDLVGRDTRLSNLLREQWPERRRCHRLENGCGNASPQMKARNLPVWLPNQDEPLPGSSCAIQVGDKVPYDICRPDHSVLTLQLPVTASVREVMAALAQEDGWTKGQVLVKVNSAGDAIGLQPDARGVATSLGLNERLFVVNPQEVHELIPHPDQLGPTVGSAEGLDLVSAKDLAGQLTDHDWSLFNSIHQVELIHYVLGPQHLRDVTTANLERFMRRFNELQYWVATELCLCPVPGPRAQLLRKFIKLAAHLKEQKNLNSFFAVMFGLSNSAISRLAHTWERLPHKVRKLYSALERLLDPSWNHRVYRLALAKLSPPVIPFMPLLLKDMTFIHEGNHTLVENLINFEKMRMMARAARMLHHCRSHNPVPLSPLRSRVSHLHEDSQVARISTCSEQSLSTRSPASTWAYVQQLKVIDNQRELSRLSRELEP
FUS yeast rescue: suppressors of FUS proteinopathy in yeast; S. cerevisiae FUS-expressing, growth rescue, OD600, 24 h; Potency, µM (highest dose often 76.6 µM), without a hit: top-dose growth rescue (activation), most hits filed as activators; actives 0.24% (n = 390,000);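 note: plate controls were DMSO vehicle for no effect and reference control for full effect; nearly all actives have a fitted effect of over 55% in size; some results filed as inactive show a strong effect at the top dose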
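Restored growth of FUS-toxic S. cerevisiae, read as 600 nm absorbance after 24 h at 30C in galactose medium (starting OD 0.005). Controls CP55940 and DMSO.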
EPAC2 ag: EPAC2 (human) agonism. Potency, µM (titrated, usually from 154 µM), for the others: at the top dose activation, most hits filed as activators. EPAC2 activation, biochemical qHTS; response scale: 100% = 6.5 mM cAMP response. actives 0.079% (n = 360,000); note: nearly all actives have a fitted effect of over 50% in size
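Compounds were added across a concentration range to EPAC2 (100 nM), RAP1B-BODIPY-GDP (250 nM) and GDP (50 uM). After 5 min at room temperature, fluorescence was recorded at 5-min intervals for 30 min.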
EPAC1 ag: agonists of human EPAC1; O95398; EPAC1 agonist qHTS, biochemical assay; response scale: 100% = response to 6.5 mM cAMP; Potency, µM (series often up to 154 µM), for inactives: at the highest dose activation, hits mostly activators; actives 0.073% (n = 360,000); AID 720707; note: nearly all actives have a fitted effect of over 60% in size
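EPAC1 100 nM, Rap1B–BODIPY-GDP 250 nM, unlabeled GDP 50 uM; compound titration; 5 min RT; kinetic read ex480/em540 at 5-min intervals ×30 min; data normalized to 6.5 mM cAMP agonist control.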
EPAC2 antag: EPAC2 (human) antagonism; actives 0.18% (n = 360,000); Q8WZA2; AID 720708; EPAC2 GEF exchange of Rap1B-BODIPY-GDP, fluorescence; Potency, µM (titrated, usually from 114 µM), inactives show top-dose activity, negative = inhibition, most hits filed as inhibitors; note: % is set by controls: 0 for no effect and ±100 for the full control effect; nearly all actives have a fitted effect of over 45% in size; many of its hits are not listed in these tables
PTHR1 ag: activates the human parathyroid hormone receptor PTHR1; actives 0.075% (n = 410,000); Q03431; Potency, µM (doses to about 115 µM), for the others: at the highest dose activation, actives largely listed as activators; HEK293 GP2 PTHR1 cells, GloSensor cAMP luminescence, 1 h; note: nearly all actives have a fitted effect of over 55% in size; some results filed as inactive show a strong effect at the top dose; inactives centre near -15; many of its hits are not listed in these tables
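HEK-293-derived GP2 cells expressing PTHR1 and a GloSensor cAMP reporter, 3,000/well, plated overnight, given luciferin plus IBMX (each 0.5 mM as added) for 1 h at 37 °C, then compound for 1 h at 37 °C. Luminescence was read after 15 min at room temperature.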
An asterisk follows results filed as active; i = inactive; ? = inconclusive; · = no result given; [ ] = remark or other dose. Calls come from the whole dose curve; as a rule, active = well fitted curve in the direction sought with a large enough effect; inconclusive = small, poorly fitted or top-dose-only effect, or another doubt; inactive = no such curve, though single readings can be large; an effect the other way counts as inactive or inconclusive. Potency is the fitted concentration of half-maximal effect. Some of the compounds tested (hit frequency here may not be typical).

SMILES	TDP-43 yeast inh	aSyn yeast inh	EPAC1 antag	FUS yeast rescue	EPAC2 ag	EPAC1 ag	EPAC2 antag	PTHR1 ag
CCOC(=O)C1C(=O)C(=O)N(Cc2ccccc2)C1C(=O)OCC (configuration not stated)	-27%	0%	0%	-3%	-1%	-5%	2%	-3%
CCOc1ccc(CC(=O)NCCS(=O)(=O)N2CCN(c3ccccc3)CC2)cc1	6%	0%	2%	25%	15%	-6%	12%	-3%
CC(C)Nc1nc(NC(C)(C)C)nc(Oc2ccc(=O)n(C)n2)n1	-8%	2%	-9%	-37%	1%	-10%	2%	-14%
Cc1ccc2cc(CCNC(=O)c3cccc([N+](=O)[O-])c3)c(=O)[nH]c2c1C	26%	1%	-15%	6%	0%	1%	0%	-9%
O=C(Nc1ccon1)c1ccc(OC2CCCC2)cc1	?	0%	5%	·	16%	-6%	-5%	-58%[inhibitor]
Cc1cc(F)ccc1S(=O)(=O)N1CCCOC1CNC(=O)C(=O)NC1CC1 (configuration not stated)	6%	-3%	-11%	0%	-5%	-3%	-1%	0%
CS(=O)(=O)c1ccc(Cl)c(NC(=O)Cc2ccccc2F)c1	4%	?	-21%	2%	6%	0%	10%	i
CCCC(=O)c1ccc(N2CCN(C(=O)c3cccs3)CC2)c(F)c1	0%	-3%	-1%	17%	0%	1%	-8%	-8%
O=C1C=C(c2ccc3[nH]ccc3c2)CCC1	12%	-6%	-2%	-21%	17%	-14%	8%	-45%[inhibitor]
O=C(Cc1csc(Nc2nc(=S)[nH]c3ccccc23)n1)NCc1cccc(Cl)c1	-6%	-10%	-10%	30%	3%	-1%	5%	-5%[57.5 µM]
COc1ccc2nc(-c3ccccc3)cc(C(=O)OCC(=O)NC3CC3)c2c1	9%	0%	-17%	-19%	-2%	6%	1%	i
CC(=O)c1cc2c(cc1N)OCO2	-23%	-5%	4%	19%	5%	9%	-5%	6%
COc1cccc(Oc2cn[nH]c2-c2ccc(OC)cc2O)c1	7%	?	-16%	18%	16%	?	-7%	-6%
O=C(CSc1ccc(-c2ccccc2)nn1)NC1CCCC1	26%	0%	-26%	·	10%	5%	0%	i
O=C(NCCCn1ccnc1)C(=O)NCC1OCCN1S(=O)(=O)c1ccc(Br)cc1 (configuration not stated)	-3%	7%	0%	-6%	5%	5%	16%	i
CCN(C[C@H]1N[C@@](C)(C(=O)OC)[C@H]2C(=O)N(C)C(=O)[C@@H]12)C(=O)C1CCCCC1	0%	-6%	-20%	-19%	-6%	-14%	3%	-3%
CC(C)CNC(=O)CSc1nnc(-c2cccc(S(=O)(=O)N3CCCCC3)c2)o1	?	-6%	10%	-6%	-4%	-1%	13%	i
Cc1c(-c2nc(-c3cccnc3)no2)cccc1[N+](=O)[O-]	0%	1%	10%	-12%	2%	1%	2%	-5%
N#Cc1nc(COc2ccccc2F)oc1NCc1ccc(F)cc1	21%	8%	-10%	1%	12%	-20%	-30%	-41%
Cn1cc(C(=O)C(=O)N2CCCC2)c2ccccc21	11%	-5%	3%	5%	5%	5%	-1%	-1%
Cc1cc(=O)n2ccsc2n1	-10%	-7%	16%	2%	4%	7%	0%	-7%
CCOC(=O)C(Cc1ccc(O)cc1)NC(=O)CNC(=O)C(CC(C)C)NC(=O)OC(C)(C)C (configuration not stated)	2%	1%	-2%	17%	-20%	-5%	4%	i
CCCC(=O)Nc1ccc(C(=O)Nc2ccc([N+](=O)[O-])cc2OC)cc1	0%[9.22 µM]	4%	-6%	31%	-1%	-6%	-7%	-44%[inhibitor]
Cc1[nH]c(C)c(S(=O)(=O)NCCc2ccccc2)c1C(=O)N1CCCC1	-11%	-2%	-10%	-1%	6%	-12%	4%	i
COCc1[nH]nc2c1C(c1sccc1C)C(C#N)=C(N)O2 (configuration not stated)	-6%	-7%	-14%	8%	7%	0%	-2%	-13%[57.5 µM]
O=C1c2ccccc2C(c2nnnn2-c2ccc3c(c2)OCCO3)N1CCc1c[nH]c2ccccc12 (configuration not stated)	9%	-3%	-25%	26%	14%	11%	0%	-5%
CCOC(=O)COc1ccccc1/C=C1\NC(=O)NC1=O	-10%	-4%	-1%	13%	1%	2%	1%	-15%
CCCC1S/C(=N/N=C/c2ccc(OC)cc2)N(Cc2ccc(OC)cc2)C1=O (configuration not stated)	16%	5%	0%	3%	6%	7%	-5%[57.1 µM]	0%[57.5 µM]
Cc1nnc(SCC2=C(C(=O)O)N3C(=O)C(NC(=O)Cn4nc(C(F)F)cc4C)C3SC2)s1 (configuration not stated)	9%	5%	-19%	-22%	5%	-9%	24%	-2%
CC(C)(C)c1nn2cnnc2n(/N=C/c2ccccc2)c1=O	9%	0%	3%	-22%	-1%	-3%	0%	-7%
CC(C)c1nc(SCC(=O)c2ccccc2)c2c(=O)n(C)c(=O)n(C)c2n1	-1%	10%	?	-11%	0%	-10%	2%	-24%
Cc1ccc(-c2cc(N)n[nH]2)cc1	-17%	-7%	-3%	28µM*	11%	12%	-16%	i
O=C(CNC(=S)N(CCCN1CCOCC1)Cc1cccs1)NCc1ccccc1	3%	-1%	?	-2%	10%	-2%	-6%	-21%
C=CC[C@@H](CC(=O)N[C@H](CO)Cc1ccccc1)C(=O)NC[C@H](OC(=O)[C@@H](CC=C)Cc1ccc(F)cc1)c1ccccc1	4%	-3%	-4%	?	-8%	-5%	-21%	-44%[inhibitor]
CNc1ccc(/C=C2\CSc3ccccc3C2=O)cc1[N+](=O)[O-]	5%[9.22 µM]	3%	-8%	-6%	6%	-2%	-3%	-12%
Cc1c(C(=O)N(C)c2cccc(Cl)c2)cnn1-c1ccccc1	4%	1%	12%	-16%	15%	0%	13%	i
O=C1C2CCCN2C(c2cccs2)N1c1ccc(F)cc1 (configuration not stated)	-20%	4%	16%	-1%	8%	-1%	-5%	-9%
COc1ccc(-n2cc3c(-c4cccc(Br)c4)nnc(C)c3n2)cc1	?	-1%	-18%	26%	2%	-15%	8%	-18%
COc1ccc(S[C@@H](CCN2CC[C@H](NC(=O)OCc3ccccc3)CCC2=O)c2ccccc2)cc1	-23%	-11%	-14%	3%	-2%	-5%	-5%	-53%[inhibitor]
O=C(Nc1ccccc1)c1ccc[nH]1	-6%	-10%	9%	-29%	8%	6%	0%[57.1 µM]	-14%
COc1cccc(Oc2ccc(S(=O)(=O)N3CCCC3)cc2[N+](=O)[O-])c1	30%	-1%	-8%	6%	9%	1%	-13%	-9%
O=C1Nc2ccccc2N(C(=O)c2c(F)cccc2F)C1c1nc2ccccc2[nH]1 (configuration not stated)	5%	-7%	9%	39%	-1%	-28%	4%	2%
CCN1C/C(=C\c2cccc([N+](=O)[O-])c2)C(=O)/C(=C/c2cccc([N+](=O)[O-])c2)C1	25%	22%	7%	·	-16%	4%	2%	-31%[inhibitor]
COc1ccc(C(=O)N/N=C/c2cccc3cccnc23)cc1	-12%	19%	0%	5%	-8%[15.6 µM]	-9%	3%	-3%[57.5 µM]
COc1cc(C(C)=O)ccc1OCC(=O)Nc1ccccc1N1CCCCC1	?	2%	-16%	11%	6%	-7%	-12%	-12%

A second format for some results above.
molecule,TDP-43 yeast inh,aSyn yeast inh,EPAC1 antag,FUS yeast rescue,EPAC2 ag,EPAC1 ag,EPAC2 antag,PTHR1 ag
Cc1c(C(=O)N(C)c2cccc(Cl)c2)cnn1-c1ccccc1,4%,1%,12%,-16%,15%,0%,13%,i
O=C1C2CCCN2C(c2cccs2)N1c1ccc(F)cc1 (configuration not stated),-20%,4%,16%,-1%,8%,-1%,-5%,-9%
COc1ccc(-n2cc3c(-c4cccc(Br)c4)nnc(C)c3n2)cc1,?,-1%,-18%,26%,2%,-15%,8%,-18%
COc1ccc(S[C@@H](CCN2CC[C@H](NC(=O)OCc3ccccc3)CCC2=O)c2ccccc2)cc1,-23%,-11%,-14%,3%,-2%,-5%,-5%,-53%[inhibitor]
O=C(Nc1ccccc1)c1ccc[nH]1,-6%,-10%,9%,-29%,8%,6%,0%[57.1 µM],-14%

The list goes on:
SMILES	TDP-43 yeast inh	aSyn yeast inh	EPAC1 antag	FUS yeast rescue	EPAC2 ag	EPAC1 ag	EPAC2 antag	PTHR1 ag
CCOC(=O)NC(O)C(=O)c1cccs1 (configuration not stated)	?	6%	1%	-9%	9%	-4%	16%	-27%
C=CCC(CC=C)(NC(=O)c1ccccc1C)c1ccccc1	-21%	3%	9%	6%	-15%	-7%	-5%	i
COC(=O)C[C@@H]1C=C[C@@H](NS(=O)(=O)c2ccc(OC)cc2)[C@@H](CO)O1	22%	2%	16%	9%	4%	-1%	-10%	i
O=C(CSc1ncnc2c1oc1ccccc12)Nc1ccccc1F	8%	-2%	14%	-16%	4%	-12%	12%	2%
COc1cc(F)ccc1-c1cc(C(=O)Nc2ccc(NC(C)=O)cc2)[nH]n1	16%	0%	-3%	-14%	13%	12%	1%	i
CCc1nn(-c2cc(Oc3ccccc3)nc(-c3ccccc3)n2)c(N)c1C#N	8%	1%	8%	-4%	4%	4%	-3%	i
CCOc1ccccc1C(=O)NN1C(=O)C2CCCCC2C1=O (configuration not stated)	-10%	-1%	-3%	4%	6%	7%	-2%	-1%
O=C(CCC(=O)Nc1ccccc1)NNS(=O)(=O)c1ccccc1[N+](=O)[O-]	-4%	-6%	-8%	22%	10%	4%	0%	i
Cc1cccc(C(=O)NC2CCN(CC(=O)Nc3ccc4c(c3)OCO4)CC2)c1	-13%	1%	8%	-14%	3%	5%	0%	i
CCS(=O)(=O)c1ccc(O)c(NC(=O)CC2(CC(=O)O)CCCC2)c1	-9%	-1%	-16%	16%	5%	-5%	0%	i
CC1CCN(C(=S)c2ccc(O)cc2)CC1	10%	-5%	4%	21%	12%	7%	-1%	-5%
CC(C)c1cc(C(=O)N2CCCC(C(=O)c3ccc4ccccc4c3)C2)on1 (configuration not stated)	?	16%	-15%	25%	5%	5%	-9%	-26%
O=C(CCNS(=O)(=O)c1ccc(Cl)cc1)N1CCN(c2ncccn2)CC1	3%	0%	10%	3%	12%	2%	-2%	-4%
COc1ccc(C)cc1S(=O)(=O)N1CCOCC1	11%	10%	5%	-13%	4%	10%	-2%	i
O=C(COC(=O)Cc1ccc(Cl)cc1)NCc1ccc(Cl)cc1	18%	6%	17%	21%	-1%	0%	3%	-13%
CCc1c(C)nc2[nH]nc(NC(=O)C(F)(F)F)n2c1=O	-14%	2%	3%	3%	4%	13%	2%	i
CSc1ccccc1NC(=O)CSCc1nc2sc(C)c(C)c2c(=O)[nH]1	-10%	-7%	-19%	32%	12%	12%	-1%	-3%
O=C(O)CC(Cc1ccccc1)c1ccc2c(c1)OCO2 (configuration not stated)	?	16%	-4%	·	-4%	8%	0%	16%
